CBFb-RUNX1 inh = inhibitors of human CBF-beta and RUNX1 interaction. AlphaScreen CBFb-His/RUNX1-biotin binding, biochemical. Potency, µM (series often up to 59.8 µM), for the others: at the top dose activity, negative = inhibition, most hits filed as inhibitors. 230,000 tested, under 10 active. AID 1477. Q01196+Q13951; also: % of control where 0% means no effect
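AlphaScreen proximity signal reports loss of binding between His-tagged CBF-beta and biotin-labelled RUNX1, each at 30 nM. Proteins are pre-associated for 20 minutes, compounds added for 15 minutes, then beads for 90 minutes, all at ambient temperature.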
aGal spleen mod = inhibitors or activators of human alpha-galactosidase in spleen homogenate | human spleen homogenate, 4MU-alpha-Gal fluorescence, 40 min | Potency, µM (doses to about 80 µM), for inactives: top-dose activity change, negative = inhibition, actives largely listed as inhibitors | 240,000 tested, 0.008% active | AID 2107;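 also: potency is read from the fitted curve at half-maximal effect; 0% = enzyme with vehicle and -100% = no enzyme basal signal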
Target sequence (P06280 32-429 limits assumed): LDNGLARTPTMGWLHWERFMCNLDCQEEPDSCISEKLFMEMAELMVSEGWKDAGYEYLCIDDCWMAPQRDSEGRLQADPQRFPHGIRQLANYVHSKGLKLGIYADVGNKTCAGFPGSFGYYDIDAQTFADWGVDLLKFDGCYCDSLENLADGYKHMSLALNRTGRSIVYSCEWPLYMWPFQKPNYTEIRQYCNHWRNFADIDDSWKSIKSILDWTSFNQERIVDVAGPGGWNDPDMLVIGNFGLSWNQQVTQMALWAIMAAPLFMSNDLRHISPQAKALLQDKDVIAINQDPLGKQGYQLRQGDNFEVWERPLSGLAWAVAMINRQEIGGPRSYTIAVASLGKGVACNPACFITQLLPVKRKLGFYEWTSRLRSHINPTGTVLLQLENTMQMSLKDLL
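qHTS titration in buffer at pH 5.0. Alpha-galactosidase activity in spleen homogenate was measured via 4-methylumbelliferone release from 1 mM fluorogenic substrate after 40 min at 37C and a pH 10 stop. AC50 came from Hill fits of control-normalized data.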
NPSR antagonist = neuropeptide S receptor (human) antagonism, cAMP; CHO-NPSR cells, cAMP TR-FRET, antagonist mode; Potency, µM (highest dose often 38.3 µM), inactives show at the top dose activity change, negative = inhibition, hits mostly inhibitors; 220,000 tested, 1% active; also: potency is read from the fitted curve at half-maximal effect; % is scaled to controls: 0 for no effect and ±100 for the full control effect; nearly all actives have a fitted effect of over 50% in size; many of its hits are not listed in these tables
Tau fluor cs = counter-screen for tau fibril formation inhibitors | tau K18 P301L Alexa594 fluorescence, heparin fibrillization | Potency, µM (doses to about 57.7 µM), for inactives: top-dose activity change, negative = decrease | 280,000 tested, 0.93% active | AID 1463; also: potency is read from the fitted curve at half-maximal effect; % is scaled to controls: 0 for no effect and ±100 for the full control effect; nearly all actives have a fitted effect of over 55% in size
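Human tau K18 P301L (15 uM unlabeled, 0.24 uM Alexa 594-labeled) in 100 mM sodium acetate pH 7 with 20 uM heparin, 6 hr at 37 C. ThT 30 uM added, 1 hr ambient; Alexa 594 FP and total fluorescence read at 555/632 nm.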
TRb SRC2 PPI = TRbeta-SRC2 interaction inhibition; P10828; TRbeta-SRC2 peptide binding, fluorescence polarization; receptor liganded with 1 µM T3; 280,000 tested, 0.065% active; Potency, µM (top dose mostly 106 µM), inactives show at the top dose activity change, negative = inhibition, usual class: inhibitors;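 also: potency is read from the fitted curve at half-maximal effect; plate controls were bound peptide for no effect and peptide without receptor for full effect; nearly all actives have a fitted effect of over 50% in size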
Target sequence (P10828 whole entry, looked up): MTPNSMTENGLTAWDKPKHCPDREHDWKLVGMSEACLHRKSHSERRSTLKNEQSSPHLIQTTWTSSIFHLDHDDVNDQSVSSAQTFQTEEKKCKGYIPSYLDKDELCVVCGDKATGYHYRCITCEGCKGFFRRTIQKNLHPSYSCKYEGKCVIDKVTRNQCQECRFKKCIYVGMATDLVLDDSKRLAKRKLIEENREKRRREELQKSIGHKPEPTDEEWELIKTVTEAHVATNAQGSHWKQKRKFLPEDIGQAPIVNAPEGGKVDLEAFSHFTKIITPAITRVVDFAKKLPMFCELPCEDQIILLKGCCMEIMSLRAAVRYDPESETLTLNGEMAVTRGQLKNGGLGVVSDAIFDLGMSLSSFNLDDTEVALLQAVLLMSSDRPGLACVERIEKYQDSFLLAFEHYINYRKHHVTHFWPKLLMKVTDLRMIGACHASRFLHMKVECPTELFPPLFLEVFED
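Decrease in fluorescence polarization of 20 nM Texas Red SRC2 coactivator peptide flagged inhibition of its binding to 0.6 uM TRb LBD; 1 uM T3 included, incubation 5 hr, ex 555/em 632 nm.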
Tau fibril FP = inhibitors of human tau fibril formation. P10636. 280,000 tested, 0.39% active. Potency, µM (highest dose often 57.7 µM), for the others: at the highest dose activity, negative = inhibition, hits mostly inhibitors. K18 P301L tau heparin fibrillization, Alexa594 FP, 6 h. AID 1468; also: potency is read from the fitted curve at half-maximal effect; % is scaled to controls: 0 for no effect and ±100 for the full control effect; nearly all actives have a fitted effect of over 55% in size
Target sequence (P10636 561-689 P618L limits assumed): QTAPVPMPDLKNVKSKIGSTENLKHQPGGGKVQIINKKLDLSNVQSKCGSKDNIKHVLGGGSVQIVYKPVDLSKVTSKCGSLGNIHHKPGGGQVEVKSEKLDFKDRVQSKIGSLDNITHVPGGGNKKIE
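Human tau K18 […] P301L fragment, 15 uM unlabeled plus 0.24 uM Alexa 594-labeled tau (final), with compound and 20 uM heparin in 100 mM sodium acetate pH 7; 6 hr at 37 C, then Alexa 594 FP read.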
Epigenetic reg = derepresses silenced GFP reporter in murine cells | 280,000 tested, 0.2% active | Potency, µM (highest dose often 53.9 µM), for inactives: at the top dose GFP activation, most hits filed as activators | murine LDR cells, GFP reporter derepression, 30 h; also: potency is read from the fitted curve at half-maximal effect; % of control where 0% means no effect; nearly all actives have a fitted effect of over 60% in size
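Readout is the number of GFP-expressing murine LDR cells, counted by cytometry following washing. Cells were treated with compound for 30 h at 37 C; the stably integrated CMV-GFP locus is normally silent.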
TR SRC2 fluor cs = alters Texas Red total fluorescence, flagging assay interference; TRb/SRC2 Texas Red total fluorescence interference; Potency, µM (highest dose often 106 µM), for inactives: at the top dose fluorescence change, negative = quenching; 280,000 tested, 0.29% active; AID 1479; active = well fitted curve in either direction with a large enough effect; inconclusive = small, poorly fitted or top-dose-only effect; also: potency is read from the fitted curve at half-maximal effect; % is scaled to controls: 0 for no effect and ±100 for the full control effect
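Human TRβ ligand-binding domain (0.6 uM) and Texas Red SRC2 peptide (20 nM) in Tris buffer with 1 uM T3 and 5% DMSO were incubated with pinned compound for 5 hr at ambient temperature. Total fluorescence was computed as S + 2P (555/632 nm).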
* = called active by the depositor; ? = inconclusive; . = not tested or not shown; & = joins results of further samples; [ ] = another dose, or the depositor's remark. Unless noted, calls follow the shape of the dose curve; as a rule, active = well fitted curve in the direction sought with a large enough effect; inconclusive = small, poorly fitted or top-dose-only effect, or another doubt; inactive = no such curve, though single readings can be large; an effect the other way counts as inactive or inconclusive. Not all compounds are listed. The share of hits here may be higher or lower than overall.

Structure	CBFb-RUNX1 inh	aGal spleen mod	NPSR antagonist	Tau fluor cs	TRb SRC2 PPI	Tau fibril FP	Epigenetic reg	TR SRC2 fluor cs
CCN(CC)CCNC(=O)/C(=C\c1cccn1C)NC(=O)c1cccs1	-3%	-5%	14%	-3%	4%	2%	-1.1%	0%
Cc1cc(NC(=O)CN(c2cccc(C)c2C)S(=O)(=O)c2ccccc2)ccc1Br	.	.	.	-26%	12%	?	-3.2%	-1%
O=C(NNc1c(Cl)cc(Cl)cc1Cl)c1n[nH]c(=O)c2ccccc12	5%	-1%	-26%	-13%	-3%	-8%	-2.1%	-4%
CC(=O)c1cccc(NC(=O)C2CC(=O)N(c3cccc(C)c3C)C2)c1 (stereo not given)	5%	-2%	-1%[46.1 µM]	-4%	-10%	1%	-1.9%	-3%
CCOC(=O)c1sc(=S)n(Cc2ccccc2)c1C	11%	-17%	37%	-25%	-6%	-12%	1.3%	0%
C=CCOC(=O)C1=C(C)NC(SCC(N)=O)=C(C#N)C1c1ccc(C)cc1 (stereo not given)	2%	0%	11%	-27%	6%	-8%	-1.7%	0%
CCOC(=O)c1c(C)[nH]c(C(=O)Nc2ccc3c(c2)OCO3)c1C	-6%	-21%	-9%[46.1 µM]	?	-5%	8%	0.0%	-3%
CN(C)c1nc2c(c(=O)n(C)c(=O)n2C)n1Cc1ccccc1	-3%	1%	0%[46.1 µM]	3%	0%	2%	1.6%	-2%
Cc1noc(NC(=O)c2cccc(Cl)c2Cl)c1C#N	3%	-1%	-6%	-3%	-3%	-7%	1.1%	-2%
CCOC(=O)c1sc2cccc(F)c2c1S(=O)(=O)Nc1ccccc1F	.	.	.	-12%	-5%	-4%	0.0%	0%
CC(C)Oc1cc(N)c(Cl)cc1Cl	2%	10%	8%	-10%	-1%	-3%	0.9%	2%
COc1ccc(N2CCN(CCNC(=O)CCCn3c(=O)[nH]c4cc(Cl)ccc4c3=O)CC2)cc1	1%	-16%	-2%[46.1 µM]	-11%	-5%	8%	0.0%	1%
Cc1cc2c3c(c1)C(C)(c1ccccc1)CC(C)(C)N3C(=O)C21C(C#N)=C(N)OC2=C1C(=O)CC(C)(C)C2 (stereo not given)	-1%	-6%	10µM*	-12%	-25%	13%	7.7%	1%
Cc1ccc(Nc2c([N+](=O)[O-])c(=O)oc3ccccc23)cc1	-4%	4%	36%	-12%	-6%	-4%[2.34 µM]	1.1%	-6%
CCOc1ccccc1NC(=O)Nc1nnc(N2CCCC(C)C2)s1 (stereo not given)	.	.	.	1%	-1%	7%	3.9%	-3%
Cn1c(C(=O)O)c(CC(=O)Nc2ccc(F)cc2F)c2ccccc21	1%	4%	-2%[46.1 µM]	0%	-7%	-1%	1.3%	-4%
O=C(/C=C/c1ccco1)NCc1ccc2c(c1)OCO2	-11%	-3%	6%	-16%	-4%	?	-2.5%	-5%
N#Cc1ccccc1NC(=O)Nc1ccccc1	3%	21%	9%	1%	-7%	0%	-6.2%	0%
CC(=O)Nc1ccc(S(=O)(=O)NCc2ccc(C(=O)NCc3ccc(Cl)cc3)cc2)cc1	2%	-6%	-14%[46.1 µM]	-6%&-14%	17%&28%	-13%&-13%	0.7%&4.8%	-8%&-17%
CC(C)CN1C(=O)NC(NC(=O)c2cccs2)(C(F)(F)F)C1=O (stereo not given)	13%	3%	-35%[46.1 µM]	-11%	-1%	-5%	-1.9%	1%
CCOc1ccc(NC(=O)CC2C(=O)N(c3ccc(OC)cc3)C(=O)N2CCc2ccc(OC)c(OC)c2)cc1 (stereo not given)	1%	-1%	-21%	?	-2%	1%	-3.9%	-2%
Nc1ccc2nc(CCCCCCc3nc4ccc(N)cc4[nH]3)[nH]c2c1	?	-3%	9%	?	-2%	4%	-3.9%	-11%
O=C(NCc1ccccn1)C(=O)Nc1ccccc1	2%	2%	-11%	2%	-5%	0%	1.6%	0%
COc1ccc(/C=N\n2nnc3ccccc32)cc1	10%	17%	-25%[46.1 µM]	-6%	-11%	0%	0.0%	-1%
CN(C)S(=O)(=O)Nc1ccc(Br)cc1F	3%	-6%	-5%[46.1 µM]	-5%	-18%	-8%	-2.1%	0%
CN(CC1COCCO1)c1nc2nonc2nc1N1CCSCC1 (stereo not given)	10%	3%	-10%	-6%	-5%	-5%	-0.1%	-9%
COc1ccc(-c2noc(-c3ccoc3C)n2)cc1	11%	0%	20%	-27%	-4%	-14%	0.1%	1%
Cc1ccc(C)c(N2CCN(C(=O)c3cnn(-c4ccccc4Cl)c3C3CCN(C(=O)OC(C)(C)C)CC3)CC2)c1	.	.	.	-7%	-6%	6%	0.0%	-3%
O=C(CSc1n[nH]c(=O)n1-c1ccccc1)Nc1ccccc1	6%	-1%	-8%	-4%	0%	-2%	-0.3%	-2%
COc1cc(NC(=S)NCc2ccco2)cc(OC)c1	-6%	3%	-5%[46.1 µM]	-10%	0%	-2%	-3.5%	-5%

Looked up one by one from above:
Structure	CBFb-RUNX1 inh	aGal spleen mod	NPSR antagonist	Tau fluor cs	TRb SRC2 PPI	Tau fibril FP	Epigenetic reg	TR SRC2 fluor cs
O=C(/C=C/c1ccco1)NCc1ccc2c(c1)OCO2	-11%	-3%	6%	-16%	-4%	?	-2.5%	-5%
Cn1c(C(=O)O)c(CC(=O)Nc2ccc(F)cc2F)c2ccccc21	1%	4%	-2%[46.1 µM]	0%	-7%	-1%	1.3%	-4%
N#Cc1ccccc1NC(=O)Nc1ccccc1	3%	21%	9%	1%	-7%	0%	-6.2%	0%
CC(=O)c1cccc(NC(=O)C2CC(=O)N(c3cccc(C)c3C)C2)c1 (stereo not given)	5%	-2%	-1%[46.1 µM]	-4%	-10%	1%	-1.9%	-3%

Additional results
Structure	CBFb-RUNX1 inh	aGal spleen mod	NPSR antagonist	Tau fluor cs	TRb SRC2 PPI	Tau fibril FP	Epigenetic reg	TR SRC2 fluor cs
O=C(CC1(O)C(=O)Nc2ccccc21)c1cccc(-n2cccc2)c1 (stereo not given)	-5%	0%	3%	1%	-2%	-1%	-1.2%	-2%
CCOC(=O)c1c(N)n(-c2ccc(Cl)c(Cl)c2)c2nc3ccccc3nc12	.	.	.	-2%	13%	1%	-1.3%	-2%
CCCCCn1c(=O)[nH]c2cc(C(=O)Nc3cc(OC)cc(OC)c3)ccc2c1=O	.	.	.	-19%	1%	?	2.3%	-1%
CCn1nnnc1SCC(=O)N(C1CCCCC1)C1CCCCC1	0%	5%	?	-3%	0%	6%	-0.1%	-2%
COc1cc(/C=N/Nc2ccc(C)cc2)cc(Br)c1O	-4%	6%	2%	?	3%	?	-1.5%	-1%
O=C(CCCn1c(SCC(=O)c2ccc(Cl)cc2)nc2ccccc2c1=O)NCc1ccco1	4%	-1%	?	-1%	7%	-9%	0.0%	2%
O=C(O)c1ccc(-c2nc(-c3ccc(Cl)c(Cl)c3)cs2)cc1	3%	-4%	-48%	-11%	2%	-6%	1.3%	-4%
Cc1ccccc1-c1nc(SCC(=O)NCc2ccco2)c2c(=O)n(C)c(=O)n(C)c2n1	.	.	.	8%	-3%	2%	-1.7%	0%
BrC(/C=N/N1CCN(Cc2ccccc2)CC1)=C/c1ccccc1	-6%	4%	42%	?	8%	-7%	0.7%	-3%
O=C(COc1ccccc1)c1cn(CC(=O)N2CCCC2)c2ccccc12	-4%	-2%	-23%	-15%	1%	-1%	-3.2%	1%
CCCOc1ccc(C(O)CCNC(CC(=O)O)c2ccccc2)cc1 (stereo not given)	-2%	-9%	10%	-2%	0%	-2%	-3.2%	-3%
O=C(Cn1nnc(-c2cccc(C(F)(F)F)c2)n1)N1CCCCCC1	-1%	-5%	-11%[46.1 µM]	-17%	1%	1%	-0.2%	-8%
CC12CCC(C(=O)NCc3ccccc3Cl)(C(Br)C1=O)C2(C)C (stereo not given)	-3%	-3%	14%	-7%	-8%	3%	-1.8%	0%
Cc1nc2ccccc2c2oc(C(=O)NCCCN3CCCC3=O)cc12	-1%	-5%	12%	-8%	9%	-6%	-1.0%	-1%

Five entries from above, reformatted.
Value order: CBFb-RUNX1 inh, aGal spleen mod, NPSR antagonist, Tau fluor cs, TRb SRC2 PPI, Tau fibril FP, Epigenetic reg, TR SRC2 fluor cs
O=C(CC1(O)C(=O)Nc2ccccc21)c1cccc(-n2cccc2)c1 (stereo not given)
→ -5%, 0%, 3%, 1%, -2%, -1%, -1.2%, -2%
CCOC(=O)c1c(N)n(-c2ccc(Cl)c(Cl)c2)c2nc3ccccc3nc12
→ ., ., ., -2%, 13%, 1%, -1.3%, -2%
CCCCCn1c(=O)[nH]c2cc(C(=O)Nc3cc(OC)cc(OC)c3)ccc2c1=O
→ ., ., ., -19%, 1%, ?, 2.3%, -1%
CCn1nnnc1SCC(=O)N(C1CCCCC1)C1CCCCC1
→ 0%, 5%, ?, -3%, 0%, 6%, -0.1%, -2%
COc1cc(/C=N/Nc2ccc(C)cc2)cc(Br)c1O
→ -4%, 6%, 2%, ?, 3%, ?, -1.5%, -1%
